EBNA-1 inh – blocks EBNA-1 binding to DNA. inhibition, % at 14.8 µM. hit rate 0.34% among 300,000. EBNA-1 DNA binding, fluorescence polarization; in the data active = inhibition above about 28%
ZTA DNA inh – ZTA (EBV) inhibition in EBNA-1 counter-screen; inhibition, % at 11 µM; P03206; ZTA-DNA binding, fluorescence polarization; hit rate 0.15% among 320,000; in the data active = inhibition above about 33%
Bcl-xL primary – blocks human Bcl-xL binding to Bim BH3 peptide; Q07817; GST-Bcl-xL / FITC-Bim BH3 peptide fluorescence polarization; inhibition, % at 10.9 µM; hit rate 0.7% among 320,000; AID 2129;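 active = inhibition above the mean of all tested compounds plus 3 SD, cutoff set per campaign, cut at about 30% in these data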;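 also: 0% = DMSO wells and 100% = unlabeled Bim-BH3 peptide competitor; inhibitors lower millipolarization by displacing the labeled peptide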
Target sequence (Q07817 whole entry, looked up): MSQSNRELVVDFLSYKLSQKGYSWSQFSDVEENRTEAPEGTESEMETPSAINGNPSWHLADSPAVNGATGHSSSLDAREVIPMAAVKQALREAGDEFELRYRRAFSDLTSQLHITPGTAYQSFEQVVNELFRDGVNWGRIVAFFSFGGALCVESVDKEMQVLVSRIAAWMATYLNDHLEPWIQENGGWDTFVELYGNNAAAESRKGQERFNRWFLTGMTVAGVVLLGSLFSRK
Yeast superoxide – yeast age-related superoxide inhibition as caloric restriction mimetic; S. cerevisiae aged cells, superoxide DHE fluorescence; active compounds read low; AID 2690; superoxide response (% of plate mean), % at 10 µM; hit rate 0.18% among 330,000;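 active = superoxide response under a set limit, about three screen SD below normal, cut at about 65% in these data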;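 also: yeast aged for seven days with compound at 30 °C before DHE staining; 100% = average MFI of all compound-treated wells on the plate with controls excluded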
Efflux pump mplx – antifungal efflux pump inhibition, Nile Red retention. S. cerevisiae Candida pump triplex. inhibition, % at 10 µM. hit rate 0.44% among 330,000. AID 485275;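 active = plate passing quality check with inhibition over a set limit, or well fluorescence over plate mean plus 4 SD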;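 also: Nile Red retained in pooled yeast measured as flow cytometry median fluorescence; 0% = buffer negative control and 100% = Enniatin B positive control; higher means more Nile Red kept so more efflux inhibition; some compounds called inactive have numbers as strong as hits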
Fam108B counter – blocks mouse Fam108B hydrolase in RBBP9 counter-screen. recombinant Fam108B, FP-Rh probe fluorescence polarization. inhibition, % at 9.51 µM. hit rate 0.33% among 300,000. AID 1947;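 active = inhibition above the screen mean inhibition plus 3 SD, computed separately per campaign, cut at about 18% in these data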;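 also: inhibitors lower polarization as less probe binds the enzyme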
MCL1-BIM inh – inhibitors of human MCL1 binding to BIM-BH3 peptide; GST-MCL1 / FITC-Bim-BH3 fluorescence polarization; inhibition, % at 10.9 µM; hit rate 0.68% among 320,000; AID 2057;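 active = inhibition above the mean inhibition of all tested compounds plus 3 SD, set per campaign, cut at about 40% in these data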;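 also: 0% = DMSO wells and 100% = unlabeled Bim-BH3 peptide control; higher means more loss of mP so more displacement of Bim peptide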
Target sequence (Q07820 whole entry, looked up): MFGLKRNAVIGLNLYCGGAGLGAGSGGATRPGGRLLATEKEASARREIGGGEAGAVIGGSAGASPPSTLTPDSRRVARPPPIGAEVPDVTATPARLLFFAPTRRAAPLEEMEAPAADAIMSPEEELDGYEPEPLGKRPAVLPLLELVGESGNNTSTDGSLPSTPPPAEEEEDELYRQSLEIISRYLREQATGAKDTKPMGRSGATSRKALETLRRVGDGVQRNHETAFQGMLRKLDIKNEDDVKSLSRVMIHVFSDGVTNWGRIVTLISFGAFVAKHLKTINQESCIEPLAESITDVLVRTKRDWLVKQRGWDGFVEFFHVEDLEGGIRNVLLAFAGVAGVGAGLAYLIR
GLD-1 RNA inh – GLD-1-TGE RNA interaction inhibition (C. elegans); hit rate 0.44% among 320,000; inhibition, % at 5.96 µM; Q17339; AID 2280; purified GLD-1 + fluorescein TGE RNA, fluorescence polarization;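 active = percent inhibition above a per-plate cutoff, the plate mean of test compounds plus 3 SD, cut at about 30% in these data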;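 also: 0% = DMSO wells with GLD-1 and probe and 100% = wells lacking GLD-1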
MEX-5 binding – C. elegans MEX-5 TCR-2 RNA binding activity; MEX-5/FITC-TCR2 RNA binding, fluorescence polarization; active compounds read low; activity score (negative = inhibition of binding), % at 10 µM; hit rate 0.38% among 300,000; AID 1832;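 active = inhibition past about -25% in most replicates, and total fluorescence under double the plate's negative control median, limit read from the data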;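 also: 0% = DMSO and -100% = 5 µM competing unlabeled TCR2 RNA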
Target sequence (Q9XUB2 whole entry, looked up): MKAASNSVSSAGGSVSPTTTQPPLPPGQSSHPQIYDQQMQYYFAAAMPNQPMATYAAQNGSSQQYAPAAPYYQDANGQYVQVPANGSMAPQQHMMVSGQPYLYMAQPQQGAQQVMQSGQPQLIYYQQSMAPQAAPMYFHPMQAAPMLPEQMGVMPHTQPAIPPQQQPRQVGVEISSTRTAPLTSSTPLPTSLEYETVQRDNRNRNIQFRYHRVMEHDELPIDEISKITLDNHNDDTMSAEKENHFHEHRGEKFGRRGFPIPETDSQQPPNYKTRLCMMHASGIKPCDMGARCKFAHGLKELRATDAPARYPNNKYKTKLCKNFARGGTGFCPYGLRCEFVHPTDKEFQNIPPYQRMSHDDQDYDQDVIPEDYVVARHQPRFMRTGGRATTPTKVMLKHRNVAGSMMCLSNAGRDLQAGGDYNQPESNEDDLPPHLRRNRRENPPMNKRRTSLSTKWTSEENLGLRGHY
Starred values were filed as active, the others as inactive; . = not tested or not shown.

SMILES	EBNA-1 inh	ZTA DNA inh	Bcl-xL primary	Yeast superoxide	Efflux pump mplx	Fam108B counter	MCL1-BIM inh	GLD-1 RNA inh	MEX-5 binding
CS(=O)(=O)N1CCN(c2ccc([N+](=O)[O-])c(N3CCOCC3)c2)CC1	-1	7	6	93	0.3	3	10	7	1.7
COC(=O)c1sc(S(=O)(=O)N2CCC(C(N)=O)CC2)c(C(=O)OC)c1C	8	-4	7	97	0.0	0	8	-3	-0.1
COc1cc2c(cc1NC(=O)c1ccccc1F)CCCC2	4	5	7	106	0.0	1	6	0	0.8
O=C(O)C1(Cc2nc3ccccc3[nH]2)CCCC1	11	10	4	99	0.1	2	0	-9	-0.8
NC(=O)c1c(NC(=O)c2ccccc2F)sc2c1CCCC2	0	-14	1	108	0.5	-10	10	-8	1.7
Cc1cc2c(c(Sc3ccccc3)n1)C(=O)OC2	6	-8	0	133	0.0	-3	-3	-3	-0.5
C[C@@H](O)C1NC(=O)[C@H](CCCCN)NC(=O)c2cc([N+](=O)[O-])cc(I)c2NCCC[C@@H](C(N)=O)NC1=O (some centres undefined)	-19	5	-6	.	.	1	-6	2	-0.8
Cc1ccc(C(=O)/C=C/Nc2ccccc2C(N)=O)o1	0	20	5	95	-0.1	0	4	4	-0.8
C=CCn1c(SCC(=O)Nc2cc(C)on2)nc2sc(C)c(C)c2c1=O	17	-7	7	106	0.0	-4	5	3	0.2
O=C(COC(=O)C12CC3CC(CC(O)(C3)C1)C2)Nc1ccc(Cl)cc1F	.	-16	-1	110	-0.1	.	1	-1	.
CC1=CC(=O)C=CC1(C)C(Cl)Cl (centres undefined)	-8	-5	2	116	0.0	1	1	0	-1.9
COc1ccc(C)c(-n2c(N)cc(=O)n(Cc3ccccc3)c2=O)c1	-12	0	3	109	0.1	2	3	4	0.1
COc1cc(C(=O)Nc2nc(OC)c(-c3ccccc3)c(OC)n2)cc(OC)c1OC	-7	-1	4	88	0.1	-1	5	1	0.7
O=C(NCc1ccco1)C1CCCCN1S(=O)(=O)c1ccc(F)cc1 (centres undefined)	-2	1	4	88	0.0	3	5	-3	3.7
CCCN(C(=O)c1cn(C)c(=O)c2ccccc12)c1ccccc1C	-22	9	5	115	0.2	-3	9	-2	-0.1
O=C(NC(C(=O)N/N=C/c1cc([N+](=O)[O-])ccc1O)c1n[nH]c(=O)c2ccccc12)c1ccccc1 (centres undefined)	-10	21	13	105	0.0	7	13	-5	-10
N#Cc1c(NC(=O)c2ccc(Cn3cc(Br)cn3)o2)sc2c1CCCCCC2	-1	2	4	81	0.3	-4	8	6	0.7
COc1ccc(C(=O)COC(=O)c2cc([N+](=O)[O-])ccc2N2CCOCC2)c(OC)c1	-4	-4	-4	87	0.0	5	0	0	1.7
CCOC(=O)C1=C(C)N(CCC(=O)O)C(=O)NC1c1ccccc1Cl (centres undefined)	8	7	3	97	0.0	3	-2	4	2.8
COC(=O)CSC(C(=O)Nc1ccc(C)c(C)c1)c1ccccc1 (centres undefined)	8	3	4	101	-0.1	3	5	2	4.0
Cc1ccc2c(c1)C(=O)C(=O)N2CC(=O)Nc1ccccc1NC(=O)c1ccccn1	-7	-11	-12	103	0.2	1	-5	-4	0.0
COCCN(CC(=O)Nc1cccc(C)c1)S(=O)(=O)c1ccc(S(=O)(=O)N2CCCC2)cc1	8	4	5	103	0.0	0	2	-4	-1.3
O=C(CSc1nnc(NC(=O)C2CC2)s1)NCc1ccco1	-2	1	-2	133	0.0	-3	-8	5	1.9
N/C(=N\NC(=O)c1cccs1)c1cc2cc(Cl)ccc2oc1=O	9	-5	10	111	-0.1	2	10	1	-1.4
NC(=O)c1ccc(NC(=O)CN2CCN(S(=O)(=O)c3ccc4ccccc4c3)CC2)cc1	.	-27	0	89	-0.1	.	-14	0	.
CC(=O)Nc1nc(SCc2cccc3ccccc23)n[nH]1	-4	-10	-2	100	0.0	-3	-7	3	-2.2
COc1ccc(-c2cc(C(=O)Nc3c(C)n(C)n(-c4ccccc4)c3=O)no2)cc1	-2	-8	0	95	0.0	1	0	0	-1.0
Nc1nnc(CCOc2ccc(Cl)cc2)s1	-5	-4	-5	106	0.0	-6	-2	4	1.1
Cc1cc(C)c2c(c1)C(=O)/C(=C/c1ccc(C(=O)O)cc1)CC2	-1	5	6	112	0.1	-6	7	2	-4.2
COc1cc(O)c(C(CCN2CCCC(C)C2)c2ccc3c(c2)OCO3)c(OC)c1 (centres undefined)	7	6	5	91	0.0	1	2	-2	-1.9
Cc1cc(NC(=O)CSc2nc(C3CC3)nc3sc(C)c(C)c23)no1	9	-3	3	108	0.0	-7	5	6	-0.4
CC(C)CC(NC(=O)C1CCCCC1)C(=O)N1CCN(c2ccccn2)CC1 (centres undefined)	-6	-15	5	99	-0.1	0	-8	-3	0.6
CC(C)CNc1nc(Oc2ccc(=O)[nH]n2)nc(N2CCOCC2)n1	0	6	3	92	-0.1	2	3	8	1.7
O=C(NCCCN1CCCC1=O)c1ccc(NS(=O)(=O)c2ccc(F)cc2)cc1	.	5	1	95	-0.2	.	2	4	.
CCn1c(=S)[nH]c2cc(C(=O)O)ccc21	5	16	-16	103	-0.1	2	-9	8	0.3
COC(=O)Cn1cc([N+](=O)[O-])nc1C	-13	-18	-3	107	-0.1	-6	0	5	1.5
COc1ccccc1NC(=O)c1ccc(S(=O)(=O)N(C)c2ccccc2)cc1	.	-4	3	96	0.1	.	1	-4	.
CCOc1cc(/C=C2\C(=O)N(c3cccc(C(=O)O)c3)N=C2C(F)(F)F)ccc1OCC(=O)Nc1ccccc1OC	12	21	1	89	-0.1	6	2	-1	-21
CCn1c2ccccc2c2cc(NC(=O)COC(=O)c3ccccc3F)ccc21	37*	6	0	99	-0.3	-3	-9	4	-1.6
CC1Cc2ccccc2N1C(=O)CSc1nc2ccccc2s1 (centres undefined)	5	11	11	91	0.1	-3	11	1	-5.3

Next section, starting with the last two of the part before.
SMILES	EBNA-1 inh	ZTA DNA inh	Bcl-xL primary	Yeast superoxide	Efflux pump mplx	Fam108B counter	MCL1-BIM inh	GLD-1 RNA inh	MEX-5 binding
CCn1c2ccccc2c2cc(NC(=O)COC(=O)c3ccccc3F)ccc21	37*	6	0	99	-0.3	-3	-9	4	-1.6
CC1Cc2ccccc2N1C(=O)CSc1nc2ccccc2s1 (centres undefined)	5	11	11	91	0.1	-3	11	1	-5.3
COc1ccccc1-n1c(SCC(=O)NC2CC2)nc2ccccc2c1=O	.	10	2	109	0.3	.	2	5	.
CCCC(=O)Nc1ccc(C2C(=O)c3ccccc3C2=O)cc1	-3	-10	6	106	0.2	-4	8	-5	1.9
CCOc1ccc(OCCN2CCCCC2)cc1	0	-10	5	91	0.4	3	2	0	-0.6
CCOC(=O)[C@@H]1[C@H]2COc3cc(OC)ccc3[C@@H]2N2C(=O)N(c3cccc(Cl)c3)C(=O)[C@]12C	1	16	-4	95	0.0	-2	-1	2	1.1
O=c1[nH]c(SCc2ccccc2Cl)nc2c1cnn2-c1ccccc1	12	20	1	104	-0.4	-9	1	3	0.2
CCOC(=O)Cn1c(=O)oc2cc(S(=O)(=O)N(C)c3ccc(OC)cc3)ccc21	-1	-6	-1	113	-0.1	1	0	-3	-0.8
C=CCCC(=O)N1CCC(n2nccc2NC(=O)c2ccccc2C)CC1	13	7	7	106	0.1	1	7	0	0.0
CCOCCCn1c(SCC(=O)Nc2cccc(S(=O)(=O)NC3=NCCCCC3)c2)nc2ccccc2c1=O	-13	2	4	93	0.0	2	2	-4	5.0
O=c1c(-c2ccc(O)cc2O)coc2cc(O)cc(O)c12	1	14	2	86	-0.3	-2	6	9	1.0
CC(/C=C/c1ccccc1)=N/NC(=O)CNC(=O)c1ccccc1F	-5	-4	9	103	0.4	0	4	-3	-1.4
Cc1ccc(NC(=O)c2ccc([N+](=O)[O-])o2)cc1C	-17	-7	2	97	0.5	-2	1	6	2.4
O=C(COc1ccc(Cl)cc1Cl)N/N=C/c1cccnc1	3	5	3	102	-0.1	-1	3	-4	-2.4
O=C(Nc1ccncc1)c1ccc(C(=O)Nc2ccncc2)cc1	-4	10	5	97	-0.1	2	7	-1	1.3
O=C(N/N=C/c1cccnc1)c1ccc(NC(=O)c2cccc(Cl)c2)cc1	4	8	-34	106	0.4	-4	-58	-4	1.0
c1ccc(Nc2c3c(nc4ccccc24)CCC3)cc1	0	-15	2	90	0.0	2	2	-8	0.9
CCOC(=O)c1c(NC(=O)COC(=O)c2cnc(C)cn2)sc(C(=O)N(C)C)c1C	7	2	2	94	0.0	0	10	5	-0.9
Cc1c(C(=O)Nc2nonc2-c2ccc(F)cc2)oc2ccc(F)cc12	-4	-2	0	158	0.4	-11	6	4	-0.1
Cc1coc2c(C)c3oc(=O)c(CCC(=O)NCc4ccccn4)c(C)c3cc12	-9	-4	1	95	-0.1	3	-5	-1	0.0
COc1ccc(NC(=O)C(F)(OC)C(F)(F)F)c(OC)c1 (centres undefined)	9	-9	1	97	-0.1	-4	2	0	-1.8
C=CCCCN(Cc1ccccc1)S(=O)(=O)c1ccccc1Br	4	-2	2	99	0.1	-3	-3	-7	0.4
CCc1nnc(NC(=O)CSc2nc(C)cs2)s1	-4	-24	3	83	0.0	1	0	9	0.7
O=C(NCCS(=O)(=O)N1CCN(c2ccccc2)CC1)C1CC(=O)N(c2ccccc2)C1 (centres undefined)	-26	-12	3	100	0.0	1	-3	-6	1.5
CC1=C(C(=O)N2CCOCC2)C(c2cc(C)ccc2C)NC(=S)N1 (centres undefined)	1	21	2	98	-0.1	-3	3	-6	0.4
O=C(CCc1ccccc1)N/N=C\C1CC=CCC1 (centres undefined)	-3	-5	4	102	0.2	-4	3	2	-0.4
CCNC(=O)NC(=O)COC(=O)CCCSc1nc2ccccc2s1	-7	-3	-3	94	0.0	-5	-1	8	-1.5
C=CCOC(=O)C1=C[C@H](c2cn(C(C)=O)c3ccccc23)C[C@H](OCCCCO)O1	11	-2	5	98	-0.2	0	15	3	0.4
O=C1NCCN1Cc1cccc(Cl)c1	3	-13	-1	89	0.1	4	-2	9	2.0
CCN(CC)c1ccc(/C=N/NC(=O)c2cccc(S(=O)(=O)N3CCOCC3)c2)c(O)c1	0	-3	-6	97	-0.1	5	-8	-36	-1.2
CN1C=CC=C/C1=C1/SC(=S)N(Cc2ccccc2)C1=O	-11	-4	6	72	0.4	-4	7	1	-8.8
CCN(CC)S(=O)(=O)c1ccc2c(c1)N(CC(=O)NCC1CCCO1)C(=O)CO2 (centres undefined)	2	-1	-4	91	-0.2	-1	-4	3	0.1
CC(=O)c1ccc(NC(=O)C2CCCN(C(=O)c3ccc(Cl)cc3)C2)cc1 (centres undefined)	12	-2	-8	100	-0.2	0	-11	-8	1.4
Cc1ccc2[nH]c(O)c(N=O)c2c1	-1	2	7	78	-0.1	6	4	-3	0.3
COc1ccccc1N1CCN(Cc2ccc(OC)c3ccccc23)CC1	5	1	2	88	0.5	2	2	0	1.3
CS(=O)(=O)c1ccc(Cl)c(NC(=O)CSc2nnc(C3CC3)n2C2CC2)c1	.	0	1	110	0.0	.	-3	9	.
O=S(=O)(c1ccc(Cl)cc1)c1ccccn1	-1	8	0	101	0.0	-3	1	0	-2.3
C=CCOC(=O)C1=C(C)NC(C)=C(C(=O)OCC=C)C1c1ccc(O)cc1	-5	0	1	103	-0.1	0	-4	3	-2.5
CC(C)(C)OC(=O)CNC(=O)c1[nH]cnc1C(=O)NC1CCN(C(=O)OC(C)(C)C)CC1	-4	-5	1	101	0.0	-2	6	6	6.1

Compounds were not picked by outcome; any-hit rate near 2.3%.
